Rab7 wt modul: alters GTP binding to wildtype dog Rab7. GST-Rab7 beads, fluorescent GTP binding, flow cytometry; actives lie on both sides; untreated = 100%, excess cold GTP = 0%. GTP binding activity (percent of control), % at 10 µM. 0.055% of 190,000 active. AID 758;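 active means fluorescent GTP binding to Rab7 beads changed by at least 20 points from the 100% baseline, either direction, mostly lower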;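 further: median green fluorescence of bound Bodipy-FL-GTP per Rab7 bead population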
Rac1 wt modul: modulators of human Rac1 wildtype GTP binding; P63000; GST-Rac1 beads, fluorescent GTP binding, flow cytometry; actives lie on both sides; 0 = cold GTP competed, 100 = untreated; GTP binding activity (% of control), % at 10 µM; 0.27% of 190,000 active;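 active means GTP binding activity at least 20 points away from the 100% control level, either lower or higher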
Mcl-1 Bim block: disrupts Bim peptide binding to human Mcl-1; Q07820; Bead-based flow cytometry, Bim peptide-Mcl-1 binding; inhibition, % at 10 µM; 0.1% of 190,000 active; AID 1009; in the data active means inhibition above about 40%;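 further: 0% = no compound tracer wells and 100% = peptide blocker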
Target sequence (Q07820 whole entry, looked up): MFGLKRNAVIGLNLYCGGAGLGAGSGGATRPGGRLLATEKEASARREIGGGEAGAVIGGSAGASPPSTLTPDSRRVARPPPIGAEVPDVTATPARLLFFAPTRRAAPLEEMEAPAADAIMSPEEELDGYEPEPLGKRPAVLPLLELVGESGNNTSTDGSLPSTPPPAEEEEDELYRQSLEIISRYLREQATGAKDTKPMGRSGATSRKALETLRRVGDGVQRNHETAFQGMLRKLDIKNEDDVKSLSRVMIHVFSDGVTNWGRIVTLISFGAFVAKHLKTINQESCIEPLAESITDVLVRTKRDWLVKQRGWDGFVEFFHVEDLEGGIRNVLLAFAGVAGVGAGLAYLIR
HRas wt GTP bind: human HRas wildtype GTP binding, change in either direction | GST-Ras wt beads, Bodipy-FL-GTP binding, flow cytometry; actives lie on both sides | GTP binding activity, % at 10 µM | 0.14% of 190,000 active | AID 759 | P01112;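 active means GTP binding activity at least 20% away from the 100% baseline, either lowered as inhibitor or raised as activator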;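 further: 0% = unlabeled GTP competition control and 100% = no-compound control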
Target sequence (P01112 whole entry, looked up): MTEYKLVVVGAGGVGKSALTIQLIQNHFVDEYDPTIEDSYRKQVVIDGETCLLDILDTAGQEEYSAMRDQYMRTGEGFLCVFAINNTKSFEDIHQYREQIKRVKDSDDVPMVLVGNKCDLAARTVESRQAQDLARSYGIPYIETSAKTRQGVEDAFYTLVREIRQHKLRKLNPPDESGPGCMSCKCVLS
RGS8-Gao: regulators of human RGS8-Galphao interaction. P09471. response (percent of control binding), % at 10 µM. multiplexed bead flow cytometry, RGS8-Galphao binding; actives lie on both sides. 0.34% of 220,000 active; in the data active means response below about 60% or above about 140%; inactive means in between;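 further: Galphao activated as the GDP aluminium fluoride complex binding bead-coupled RGS8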
Target sequence (P09471 whole entry, looked up): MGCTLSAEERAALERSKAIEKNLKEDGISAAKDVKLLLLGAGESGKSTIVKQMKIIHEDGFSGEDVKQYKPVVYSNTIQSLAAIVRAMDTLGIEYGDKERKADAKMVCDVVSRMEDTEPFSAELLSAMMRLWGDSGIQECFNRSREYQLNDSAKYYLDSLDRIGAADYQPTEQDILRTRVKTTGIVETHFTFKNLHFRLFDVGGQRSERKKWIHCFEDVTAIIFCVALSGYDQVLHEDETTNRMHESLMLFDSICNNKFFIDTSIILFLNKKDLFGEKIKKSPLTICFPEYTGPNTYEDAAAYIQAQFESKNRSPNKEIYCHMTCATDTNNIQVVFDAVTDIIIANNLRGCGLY
Mcl1-Bid inh: Mcl-1/Bid interaction inhibition; TR-FRET Mcl-1/Bid-Dy647 peptide binding, 1536-well; 0.97% of 220,000 active; inhibition, % at 21.7 µM; AID 1021;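 active means compounds that cut the binding signal by more than half at the single screening dose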;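 further: His-tagged Mcl-1 with europium anti-His antibody binding Bid BH3 peptide; 0% = Mcl-1 plus peptide wells and 100% = peptide-only wells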
Cdc42 wt: changes GTP binding to wildtype human Cdc42 | P60953 | GST-Cdc42 beads, Bodipy-GTP binding, flow cytometry; actives lie on both sides | percent activity (GTP binding), % at 10 µM | 0.2% of 190,000 active;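 active means percent activity GTP binding at least 20 points away from the 100% baseline, either down as inhibitor or up as activator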;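 further: median bead fluorescence of bound Bodipy-FL-GTP at 100 nM; 0% = excess unlabeled GTP control and 100% = no compound control; below 100% means less GTP binding so inhibitor and above means activator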
Target sequence (P60953 whole entry, looked up): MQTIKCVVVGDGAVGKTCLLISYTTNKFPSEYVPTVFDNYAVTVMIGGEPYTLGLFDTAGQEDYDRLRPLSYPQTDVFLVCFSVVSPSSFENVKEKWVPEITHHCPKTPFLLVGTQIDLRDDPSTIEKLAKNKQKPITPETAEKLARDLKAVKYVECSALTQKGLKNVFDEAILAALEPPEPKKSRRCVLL
Pf gamet viab: kills late stage P. falciparum gametocytes; inhibition, % at 10.9 µM; P. falciparum stage V gametocytes, ATP luminescence, 24 h; 0.065% of 150,000 active;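 active means inhibition above the mean plus 3 SD of compounds within the control limits, set per campaign, cut at about 38% in these data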;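 further: 0% = DMSO wells and 100% = medium only without gametocytes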
Rab2 wt GTP: changes GTP binding to wildtype dog Rab2A, up or down | GST-Rab2 wt beads, Bodipy-GTP binding, flow cytometry | GTP binding activity, % at 10 µM | 0.19% of 190,000 active;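 active means GTP binding activity at least 20 points away from 100%, either lowered or raised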;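 further: 0% = beads with excess unlabeled GTP and 100% = no-compound control corrected for plate trend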
Mcl1 Noxa PPI: Mcl-1/Noxa interaction inhibition | Q07820 | inhibition, % at 21.7 µM | AID 1022 | TR-FRET Mcl-1/Noxa peptide binding, 2 h | 1.5% of 220,000 active;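 active means compounds that cut the protein-peptide binding signal by more than 50% relative to plate controls in a single-dose test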;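 further: His-tagged Mcl-1 with rhodamine Noxa BH3 peptide and terbium anti-His antibody; 0% = Mcl-1 plus Noxa peptide wells and 100% = peptide-only wells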
Rac1 act GTP bind: alters GTP binding to activated mutant human Rac1. P63000. AID 764. GST-Rac1 activated beads, fluorescent GTP binding, flow cytometry; actives lie on both sides; 100% means binding = to untreated wells. 0.11% of 190,000 active. percent activity (GTP binding), % at 10 µM;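 active means GTP binding at least 20 percentage points away from the 100% baseline, in either direction, so actives lie on both sides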
Active calls of the source: *; nt = not tested or not shown. Compounds as they come; overall some 2.9% were active at least once.

SMILES | Rab7 wt modul | Rac1 wt modul | Mcl-1 Bim block | HRas wt GTP bind | RGS8-Gao | Mcl1-Bid inh | Cdc42 wt | Pf gamet viab | Rab2 wt GTP | Mcl1 Noxa PPI | Rac1 act GTP bind
Cc1cc(=O)[nH]c(NN=C2CCC(C(C)(C)C)CC2)n1 (stereo not given) | 104 | 100 | 0 | 99 | 99 | -20 | 97 | -8 | 102 | 3 | 95
Cn1cc(S(=O)(=O)CC(=O)Nc2ccc(Br)cc2)c2ccccc21 | 96 | 101 | -3 | 101 | 101 | 34 | 99 | nt | 100 | -6 | 100
CC(C)CC(C(=O)OCC(=O)Nc1cccc(Cl)c1)N1C(=O)C2CC=CCC2C1=O (stereo not given) | 100 | 103 | -4 | 100 | 100 | -9 | 98 | -12 | 99 | -2 | 100
Cc1ccc(OCCNC(=O)/C=C/c2ccco2)cc1C | 93 | 96 | -1 | 95 | 99 | -22 | 97 | nt | 94 | 21 | 94
Cc1ccc(-c2csc3ncn(CC(=O)N4CCOCC4)c(=O)c23)cc1C | 101 | 105 | 0 | 102 | 92 | -28 | 106 | nt | 99 | -4 | 102
O=C(O)CCCNc1ccc([N+](=O)[O-])c(NCCCC(=O)O)n1 | 105 | 100 | 1 | 98 | 107 | -18 | 95 | -22 | 99 | 20 | 96
O=C(c1ccc(-c2cc3ccccc3oc2=O)cc1)N1CCN(c2ccc(Cl)cc2[N+](=O)[O-])CC1 | 102 | 102 | -5 | 99 | 97 | -31 | 99 | 20 | 96 | 5 | 100
N#Cc1cccn1-c1nccc(-c2cccs2)n1 | 97 | 93 | 3 | 94 | 101 | -18 | 92 | 9 | 93 | 12 | 97
C=CCn1c(C)cc(C(=O)COc2ncnc3sccc23)c1C | 101 | 109 | 0 | 100 | 100 | -19 | 101 | nt | 99 | -36 | 98
Cc1oc2c(O)c(O)ccc2c(=O)c1-c1cnn(-c2ccccc2)c1 | 101 | 97 | 0 | 99 | 67 | -54 | 100 | 9 | 101 | 56* | 95
CC1=NN(C(N)=S)C(=O)C1N=Nc1ccc(C)cc1C (stereo not given) | 103 | 104 | 1 | 101 | 101 | -127 | 101 | nt | 101 | -7 | 97
Cc1cc(C(=O)CN2CCCCC2)c(C)n1-c1ccc(F)cc1 | 100 | 106 | 0 | 101 | 102 | -29 | 103 | 5 | 102 | -6 | 101
O=C(NCCN1CCOCC1)c1ccccc1[N+](=O)[O-] | 98 | 101 | -3 | 100 | 101 | -21 | 100 | -1 | 101 | -8 | 98
COc1ccccc1N/C=C/C(=C(C#N)C#N)N(C)C | 96 | 97 | 2 | 94 | 94 | -26 | 97 | 16 | 96 | 12 | 94
Cc1ccc(C(=O)N2C3C=CC(C3)C2(C(F)(F)F)C(F)(F)F)cc1 (stereo not given) | 98 | 101 | 0 | 102 | 98 | -9 | 103 | nt | 104 | 19 | 100
CCc1ccc2c(c1)CCCN2C(=O)c1ccccc1C(=O)O | 105 | 114 | 0 | 105 | 96 | 4 | 105 | -7 | 106 | 25 | 105
O=C(CCc1nnc(CCC2CCCCC2)o1)NCCc1ccccn1 | 102 | 99 | -2 | 97 | 100 | -23 | 96 | 15 | 98 | 7 | 94
O=C(CCN1C(=O)c2ccccc2S1(=O)=O)N1CCN(c2ccccc2)CC1 | 101 | 104 | -3 | 102 | 99 | -34 | 103 | 15 | 102 | -5 | 96
COc1ccc(-c2csc(C)n2)cc1 | 100 | 102 | -6 | 102 | 100 | -5 | 103 | nt | 101 | 6 | 101
CC1=C(C(=O)OC(C)C)C(c2c(O)ccc3ccccc23)NC(=O)N1 (stereo not given) | 98 | 102 | 0 | 99 | 101 | -1 | 101 | nt | 99 | 6 | 100
COc1ccc(C(=O)NCc2cn3c(C)csc3n2)cc1OC | 99 | 97 | -1 | 99 | 104 | -32 | 98 | 13 | 98 | 3 | 97
COc1cccc(-c2nnc(SCN3C(=O)c4ccccc4C3=O)n2C)c1 | 102 | 104 | -4 | 102 | 104 | -10 | 104 | -30 | 101 | -1 | 98
COc1ccc(NC(=O)c2nn(C)c(=O)c3ccccc23)cc1S(=O)(=O)Nc1ccccc1Cl | 103 | 95 | 0 | 96 | 98 | -7 | 91 | -3 | 92 | 2 | 92
CCOC(=O)N1CCC(NC(=O)c2ccc3c(c2)sc2nc(-c4ccc(OC)cc4)cn23)CC1 | 106 | 107 | 4 | 105 | 102 | 27 | 106 | nt | 104 | 28 | 101

3 of the entries above in order of their number in HRas wt GTP bind, descending:
SMILES | Rab7 wt modul | Rac1 wt modul | Mcl-1 Bim block | HRas wt GTP bind | RGS8-Gao | Mcl1-Bid inh | Cdc42 wt | Rab2 wt GTP | Mcl1 Noxa PPI | Rac1 act GTP bind
O=C(CCN1C(=O)c2ccccc2S1(=O)=O)N1CCN(c2ccccc2)CC1 | 101 | 104 | -3 | 102 | 99 | -34 | 103 | 102 | -5 | 96
COc1ccc(C(=O)NCc2cn3c(C)csc3n2)cc1OC | 99 | 97 | -1 | 99 | 104 | -32 | 98 | 98 | 3 | 97
O=C(CCc1nnc(CCC2CCCCC2)o1)NCCc1ccccn1 | 102 | 99 | -2 | 97 | 100 | -23 | 96 | 98 | 7 | 94

(cont.)
SMILES | Rab7 wt modul | Rac1 wt modul | Mcl-1 Bim block | HRas wt GTP bind | RGS8-Gao | Mcl1-Bid inh | Cdc42 wt | Pf gamet viab | Rab2 wt GTP | Mcl1 Noxa PPI | Rac1 act GTP bind
O=C(O)C1C2C=CC(C2)C1C(=O)Nc1ccc(C(=O)N2CCCCC2)c(Cl)c1 (stereo not given) | 97 | 96 | 0 | 98 | 99 | -2 | 98 | 4 | 97 | 10 | 95
N#Cc1c2n(c(=S)n(-c3ccccc3)c1=O)CCCCC2 | 99 | 94 | -1 | 94 | 103 | -16 | 96 | 6 | 98 | -9 | 91
COc1ccc2o/c(=N\O)c(C(=O)Nc3ccc(C)cc3)cc2c1 | 95 | 93 | 1 | 93 | 96 | -40 | 94 | -35 | 94 | 36 | 92
COC(=O)c1cn(Cc2c(C)cc(C)cc2C)nn1 | 100 | 102 | 0 | 97 | 105 | -11 | 101 | 7 | 99 | -7 | 99
CCOC(=O)CCN(Cc1cccs1)S(=O)(=O)c1ccc(F)cc1 | 104 | 108 | -4 | 100 | 101 | -8 | 100 | -15 | 98 | 8 | 98
CC1(C)CC(=O)C2=C(C1)NC(=O)CC2c1cc(F)ccc1F (stereo not given) | 103 | 102 | -1 | 103 | 101 | -6 | 103 | 1 | 102 | 0 | 100
O=C(CCNc1ccc(Cl)cc1)c1cccs1 | 101 | 101 | -4 | 99 | 104 | -83 | 101 | -5 | 98 | 10 | 99
Cn1c(CSCc2ccc(Cl)cc2)nnc1SCC(=O)Nc1nc2ccccc2s1 | 98 | 112 | -1 | 100 | nt | 62* | 105 | 24 | 100 | 1 | 99
[O-]/[N+](=C\c1ccc(OC(F)F)cc1)c1ccccc1 | 101 | 112 | -3 | 103 | 99 | -10 | 104 | -3 | 101 | -5 | 100
O=C(Cn1nc(C(F)(F)F)c2c1CCCCC2)N1CCOCC1 | 96 | 105 | 0 | 99 | 101 | -13 | 104 | -3 | 100 | -1 | 102
COc1ccc(-c2nn(CCC(=O)O)cc2/C=C2\SC(N)=NC2=O)cc1OC | 97 | 96 | -17 | 94 | 99 | 27 | 95 | nt | 93 | 90* | 96
CC1CCCCN1CC(=O)Nc1ccc2c(c1)OC(F)(F)O2 (stereo not given) | 98 | 99 | -1 | 97 | 100 | -8 | 104 | 5 | 99 | 2 | 97
Cc1cc(C)c(C)c(C(=O)CSc2nnc(-c3ccc4[nH]c(C)c(C)c4c3)o2)c1C | 102 | 109 | -3 | 103 | 102 | -3 | 104 | nt | 100 | 29 | 100
O=C(C1CCCN1C(=O)c1cccs1)N1CCc2ccccc21 (stereo not given) | 101 | 103 | -4 | 101 | 101 | -23 | 103 | nt | 100 | 4 | 98
COc1ccc(C)cc1N(CC(N)=O)S(=O)(=O)c1ccc(C)cc1 | 103 | 105 | 0 | 102 | 99 | -2 | 105 | nt | 102 | 4 | 99
Cc1cccc(C)c1OCC(O)CNC(C)(C)C (stereo not given) | 97 | 108 | 0 | 104 | 90 | 5 | 108 | -20 | 104 | 2 | 102
O=C(Oc1cc(Cl)ccc1Cl)c1ccc(N2CCOCC2)c([N+](=O)[O-])c1 | 102 | 101 | -3 | 99 | 102 | -10 | 99 | 14 | 100 | 10 | 101
O=C(CSCc1c(F)cccc1Cl)NCc1cccnc1 | 100 | 108 | -3 | 104 | 99 | -6 | 104 | -14 | 101 | 11 | 102
O=C(O)CCc1ccc(-c2ccccc2)n1NC(=O)c1sc2ccccc2c1Cl | 94 | 98 | 0 | 99 | 103 | -9 | 99 | 19 | 97 | 1 | 97
CC1(C)C(=O)OC(c2cccn2-c2cccc([N+](=O)[O-])c2)C2(CCCCC2)C1=O (stereo not given) | 104 | 102 | -4 | 100 | 98 | -22 | 100 | 6 | 102 | -1 | 98
COc1ccc2[nH]c3ccccc3c2c1 | 97 | 104 | 0 | 103 | 105 | -9 | 105 | nt | 99 | 0 | 98
COc1ccc(N2CCN(C(=O)CCNS(=O)(=O)c3ccc(Br)s3)CC2)cc1 | 92 | 90 | -4 | 94 | 99 | -43 | 93 | -24 | 93 | nt | 91
COc1ccc(-n2c(=O)cc(N3CCN(c4ccccc4)CC3)[nH]c2=O)cc1 | 106 | 114 | 0 | 105 | 97 | -25 | 104 | nt | 105 | -12 | 102
Cc1[nH]n(-c2ccc(F)cc2)c(=O)c1C=Nc1ccc(S(=O)(=O)N(C)C)cc1 | 95 | 101 | -5 | 99 | 100 | -4 | 99 | 2 | 95 | 2 | 101
COC(=O)Cc1cnc(NC(=O)C2C3CCC(C3)C2C(=O)O)s1 (stereo not given) | 107 | 103 | 0 | 105 | 99 | -19 | 103 | nt | 105 | -5 | 102
CCOC(=O)C1(Cc2ccccc2)NC(c2ccccc2F)C2C(=O)N(CC)C(=O)C21 (stereo not given) | 96 | 96 | -2 | 97 | 102 | -12 | 98 | nt | 99 | 9 | 97
O=C(c1cccc(F)c1)N1CCN(c2ccc([N+](=O)[O-])c(N3CCCCC3)c2)CC1 | 101 | 105 | -3 | 101 | 101 | -23 | 103 | nt | 103 | 12 | 99
NC(=O)N/N=C/c1cn(-c2ccccc2)nc1-c1ccccc1 | 97 | 102 | -4 | 97 | 103 | 4 | 98 | 21 | 96 | 8 | 97
CCc1nc2sc3c(c2c(=O)n1N)CCC3 | 105 | 103 | -1 | 103 | 108 | -14 | 101 | -6 | 101 | 7 | 97
CC(C)(C)N(NC(=O)OCc1ccccc1)C(=O)c1ccccc1 | 92 | 106 | -3 | 96 | 104 | 5 | 99 | nt | 97 | -12 | 98
COc1cc(NC(=S)N2CCN(C(=O)c3ccco3)CC2)c(OC)cc1Cl | 99 | 105 | -14 | 100 | 98 | -42 | 103 | -15 | 96 | 8 | 100
CCOC(=O)COn1c(=O)c(-c2cccs2)[n+]([O-])c2ccccc21 | 95 | 94 | 0 | 100 | 101 | -29 | 97 | -16 | 95 | 8 | 93
CCc1c(C(=O)NN2C(=O)C3CCCCC3C2=O)csc1C (stereo not given) | 102 | 106 | -20 | 97 | 99 | -8 | 99 | -13 | 98 | 9 | 101
